SIRT5 inh = SIRT5 desuccinylase inhibitors, primary screen, biochemical, fluorescence imaging, single point, set 5 | hit rate 1.1% among 330,000 | inhibition, % at 15 µM | NAD-dependent protein deacylase sirtuin-5, mitochondrial (Homo sapiens), Q9NXA8 | Purified SirT5, succinyl-peptide AMC, trypsin-coupled fluorescence | AID 652115, 2013; in the data active = inhibition above about 15%; inconclusive = no clear call, values can overlap the other calls
Statin myotox sup = suppressors of statin myotoxicity in C2C12 myotubes, primary screen, cell-based, single point, plate reader | C2C12 myotubes + simvastatin, ATP luminescence, 48 h; scaled: DMSO 0, geranylgeraniol control 100 | rescue of ATP level, % at 7.49 µM | hit rate 0.78% among 330,000;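 active = mean ATP rescue above about 67%, or every replicate alone reaching that limit, limit read from the data, passing the limit was not always enough; inconclusive = no clear call, values can overlap the other calls; inactive = mean under the limit and some replicate under it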;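 note: myotubes were challenged with 10 µM simvastatin during compound exposure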
PglD DTNB = C. jejuni PglD acetyltransferase inhibitors, primary screen, biochemical, DTNB colorimetric, single point; hit rate 0.098% among 360,000; inhibition, % at 12.5 µM; purified PglD enzyme, DTNB colorimetric CoA detection; UDP-N-acetylbacillosamine N-acetyltransferase PglD (Campylobacter jejuni); in the data active = inhibition above about 16%, passing the limit was not always enough; inconclusive = no clear call, values can overlap the other calls; note: strong numbers were not always called active
E-sel inducer = E-selectin induction in HUVECs, primary screen, imaging, HUVEC, immunofluorescence imaging, single point | P16581 | normalized: neutral wells 0, TNF-alpha wells 100 | activation, % at 7.58 µM | hit rate 0.37% among 260,000 | AID 686992, 2013;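 active = mean E-selectin-positive cell signal at least 10% of the positive control, reached in at least 60% of replicates, without over 20% cell loss; inconclusive = no rule given, readout overlaps actives, possibly toxicity-flagged; inactive = the rest, including those meeting only one limit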;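 note: in these data hits start at about 27%; measured in HUVEC primary endothelial cells; signal is the percent of cells scored E-selectin positive by PE staining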
Target sequence (P16581 whole entry, looked up): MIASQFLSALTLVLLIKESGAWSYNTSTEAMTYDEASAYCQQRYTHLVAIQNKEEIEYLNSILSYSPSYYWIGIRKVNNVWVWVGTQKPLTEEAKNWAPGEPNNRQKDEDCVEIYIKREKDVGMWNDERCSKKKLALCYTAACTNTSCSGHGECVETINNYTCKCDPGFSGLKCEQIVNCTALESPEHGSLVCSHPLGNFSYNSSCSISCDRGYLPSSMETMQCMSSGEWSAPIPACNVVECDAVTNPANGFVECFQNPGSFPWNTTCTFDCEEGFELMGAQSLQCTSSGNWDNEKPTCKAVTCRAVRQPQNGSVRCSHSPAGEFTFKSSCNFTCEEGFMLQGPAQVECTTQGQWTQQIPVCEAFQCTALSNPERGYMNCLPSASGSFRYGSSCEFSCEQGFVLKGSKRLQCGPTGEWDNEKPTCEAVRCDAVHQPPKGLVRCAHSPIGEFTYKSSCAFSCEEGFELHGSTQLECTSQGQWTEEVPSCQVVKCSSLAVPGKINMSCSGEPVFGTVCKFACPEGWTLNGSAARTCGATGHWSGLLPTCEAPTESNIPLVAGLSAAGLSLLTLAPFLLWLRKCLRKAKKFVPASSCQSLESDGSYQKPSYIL
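assay system = HUVEC, human umbilical vein endothelial cells | input = 3,000 HUVEC seeded per well | medium = EGM-2 growth medium on 0.1% gelatin-coated wells | dosing = one compound dose added by pin transfer | signal = immunofluorescence imaging | read-out basis = % PE-positive cells | control set = TNF-alpha, DMSO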
DENV2 CPE = inhibitors of DENV2 cytopathic effect, primary screen, cell-based, plate reader, single concentration. DENV2-infected cells, cytopathic effect rescue. CPE inhibition, % at 9.99 µM. hit rate 1.7% among 350,000. AID 651640, 2012; in the data active = CPE inhibition above about 20%, passing the limit was not always enough; inconclusive = no clear call, values can overlap the other calls; tested in BHK-21 cells;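 note: 0% = median of neutral control wells and 100% = median of positive control wells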
ERp5 block = inhibitors of ERp5-driven insulin aggregation, primary screen, biochemical, turbidity, absorbance 650 nm, single point. Protein disulfide-isomerase A6 (Homo sapiens), Q15084. 90 min. inhibition, % at 9.99 µM. hit rate 0.05% among 350,000. AID 651711, 2012;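 active = mean replicate inhibition above about 25%, with every replicate also reaching it, limit read from the data, passing the limit was not always enough; inconclusive = only one of those two criteria met; inactive = neither criterion met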
Target sequence (Q15084 whole entry, looked up): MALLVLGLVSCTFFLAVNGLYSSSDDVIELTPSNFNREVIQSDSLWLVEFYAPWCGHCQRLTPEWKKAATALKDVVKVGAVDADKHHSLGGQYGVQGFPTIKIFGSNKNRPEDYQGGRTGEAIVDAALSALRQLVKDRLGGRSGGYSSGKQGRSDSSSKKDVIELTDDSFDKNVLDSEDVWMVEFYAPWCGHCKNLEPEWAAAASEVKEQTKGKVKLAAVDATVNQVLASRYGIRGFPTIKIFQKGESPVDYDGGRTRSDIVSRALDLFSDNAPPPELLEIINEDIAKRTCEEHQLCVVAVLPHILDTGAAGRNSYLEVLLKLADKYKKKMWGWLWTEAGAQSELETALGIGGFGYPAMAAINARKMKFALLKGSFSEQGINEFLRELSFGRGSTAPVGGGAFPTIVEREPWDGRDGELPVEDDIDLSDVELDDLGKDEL
S100A4 MyoIIA = inhibitors of S100A4-myosin IIA peptide binding, primary screen, biochemical, fluorescence polarization, TAMRA-MyoIIA peptide. hit rate 0.14% among 360,000. inhibition, % at 10.7 µM;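 active = mean inhibition of at least 70% across replicates, with every replicate also reaching that level; inconclusive = mean inhibition reaches 70% but some replicates fall short; inactive = mean inhibition below 70%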
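System – human S100A4 monomer protein, biochemical binding assay · Buffer or medium – Calcium-containing HEPES buffer, pH 7.2 · Timing – 5 min between mix addition and reading · Also added – TAMRA-labelled myosin IIA heavy-chain peptide probe, 5 nM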
* = called active by the depositor. A portion of the library (hit frequency here may not be typical).

The first 2 entries (preview)
For N#Cc1cccc(-c2ccc3c(c2)[C@@H]2[C@@H](CCN2S(=O)(=O)c2ccc(F)cc2)[C@@H](CO)N3)c1 the results were SIRT5 inh 4.2, Statin myotox sup -0.6, PglD DTNB -1.6, E-sel inducer 0.6, DENV2 CPE -29.8, ERp5 block -4.2 and S100A4 MyoIIA 5.3.
Cc1ccc(C(=O)CCC(=O)Nc2ccccc2F)cc1 was read as Statin myotox sup -0.9, PglD DTNB 4.8, DENV2 CPE 8.9, ERp5 block 4.7 and S100A4 MyoIIA 2.5.

The list itself, previewed entries included:
For N#Cc1cccc(-c2ccc3c(c2)[C@@H]2[C@@H](CCN2S(=O)(=O)c2ccc(F)cc2)[C@@H](CO)N3)c1 the results were SIRT5 inh 4.2, Statin myotox sup -0.6, PglD DTNB -1.6, E-sel inducer 0.6, DENV2 CPE -29.8, ERp5 block -4.2 and S100A4 MyoIIA 5.3.
Cc1ccc(C(=O)CCC(=O)Nc2ccccc2F)cc1 was read as Statin myotox sup -0.9, PglD DTNB 4.8, DENV2 CPE 8.9, ERp5 block 4.7 and S100A4 MyoIIA 2.5.
CCN(CC)CCCNC(=O)c1cc2nc(-c3ccccc3)cc(C(F)(F)F)n2n1 was read as SIRT5 inh -1.4, Statin myotox sup -6.1, PglD DTNB 5.0, DENV2 CPE -3.4, ERp5 block -7.1 and S100A4 MyoIIA 1.8.
CC=Cc1ccc2n(c1=O)C[C@@H]1[C@@H](CO)[C@H](C(=O)NCCC)N(CC3CCCC3)[C@H]21 (mixture of isomers) was read as SIRT5 inh 10.2, Statin myotox sup 7.6, PglD DTNB 0.4, E-sel inducer -0.7, DENV2 CPE 3.6, ERp5 block -4.8 and S100A4 MyoIIA 9.4.
Screening C[C@H](CO)N1C[C@H](C)[C@H](CN(C)Cc2ccccc2)Oc2ccc(NC(=O)Nc3ccc(F)cc3)cc2CC1=O returned SIRT5 inh 3.8, Statin myotox sup -37.2, PglD DTNB 3.9, E-sel inducer 0.0, DENV2 CPE -6.4, ERp5 block -10.9 and S100A4 MyoIIA -26.0.
For CC(=O)Nc1ccc2c(c1)C(=O)N(C)[C@@H]1CC[C@H](CC(=O)NCCCN3CCOCC3)O[C@H]1CO2 the results were SIRT5 inh -2.2, Statin myotox sup 21.3, PglD DTNB -3.0, E-sel inducer 0.1 and S100A4 MyoIIA 20.1.
`Clc1cccc(OCCOCCN2CCNCC2)c1Cl` gave SIRT5 inh -3.7, PglD DTNB -3.7, E-sel inducer 0.5, DENV2 CPE inconclusive, ERp5 block 1.7 and S100A4 MyoIIA 2.4.
Screening CCOC(=O)N1CCC(NC(=O)CS(=O)(=O)Cc2nc(-c3ccccc3Cl)oc2C)CC1 returned SIRT5 inh -1.4, Statin myotox sup 0.4, PglD DTNB 0.6, DENV2 CPE 5.3 and S100A4 MyoIIA 0.0.
`COc1ccc(Cn2cc(CN3CC(N4CCN(CCO)CC4)CS3(=O)=O)nn2)cc1` (centres undefined) gave SIRT5 inh -1.6, E-sel inducer -0.2, DENV2 CPE -6.7, ERp5 block 4.1 and S100A4 MyoIIA 21.8.
Screening CN1C(=O)/C(=C/c2cccc(Cl)c2)Sc2ccc(C(=O)N3CCOCC3)cc21 returned SIRT5 inh 0.9, Statin myotox sup 2.8, PglD DTNB -2.1, DENV2 CPE 4.6, ERp5 block 6.0 and S100A4 MyoIIA -4.2.
CC(C)(Oc1ccc(Cl)cc1)C(=O)NC1CCCCC1 was read as SIRT5 inh -4.8, Statin myotox sup 17.0, DENV2 CPE -3.2, ERp5 block 0.3 and S100A4 MyoIIA -2.9.
`COc1ccccc1C(=O)Nc1c(C(=O)N(CCN(C)C)Cc2ccco2)oc2ccccc12` gave SIRT5 inh 0.3, Statin myotox sup -15.3, PglD DTNB 15.0, DENV2 CPE 3.5, ERp5 block 0.9 and S100A4 MyoIIA -9.0.
`O=C1CCc2ccccc2O1` gave SIRT5 inh -1.5, Statin myotox sup 4.1, PglD DTNB 2.0, DENV2 CPE -1.7, ERp5 block -4.1 and S100A4 MyoIIA -14.5.
`Cc1cc(C(C)(C)C)cc(CN2CCN(S(=O)(=O)c3cccs3)CC2)c1O` gave Statin myotox sup -5.6, PglD DTNB 5.2, DENV2 CPE -4.3, ERp5 block -6.2 and S100A4 MyoIIA 3.0.
For COc1ccc2c3c([nH]c2c1)[C@H](CO)N(S(C)(=O)=O)CC31CCN(CC2CCCC2)CC1 the results were SIRT5 inh 5.3, E-sel inducer 0.2, DENV2 CPE 28.4*, ERp5 block -1.0 and S100A4 MyoIIA 1.9.
For O=C(C[C@H]1CC[C@H]2[C@@H](COC[C@@H](O)CN2Cc2cccc(Cl)c2)O1)NCc1cccc(F)c1 the results were SIRT5 inh -3.7, Statin myotox sup 9.2, PglD DTNB 2.4, E-sel inducer -0.2, DENV2 CPE -3.8, ERp5 block 0.4 and S100A4 MyoIIA -29.9.
N#Cc1ccccc1COC(=O)c1cccnc1N was read as SIRT5 inh -3.8, DENV2 CPE 1.1, ERp5 block 2.1 and S100A4 MyoIIA 1.4.
`CCCc1cc(=O)oc2cc(C)cc(OCC(=O)Nc3ccccn3)c12` gave SIRT5 inh -5.4, Statin myotox sup 1.9, PglD DTNB -1.2, DENV2 CPE 10.3, ERp5 block -10.8 and S100A4 MyoIIA -0.4.
CC(Cc1ccccc1)NC(=O)CCCN1C(=O)c2ccccc2C1=O (centres undefined) was read as SIRT5 inh 2.3, Statin myotox sup -1.3, PglD DTNB 0.0, DENV2 CPE -2.1, ERp5 block 0.7 and S100A4 MyoIIA -2.1.
For O=C(CC(=O)c1ccccc1)Nc1ccccn1 the results were SIRT5 inh -3.6, Statin myotox sup 7.6, PglD DTNB -9.9, E-sel inducer 0.0, DENV2 CPE 3.0, ERp5 block 3.1 and S100A4 MyoIIA 2.7.
For O=C(N[C@H](C(=O)N1CCC[C@H]1C(=O)NC1CCCC1)C1CCCCC1)c1ccccn1 the results were SIRT5 inh -2.6, E-sel inducer 0.2, DENV2 CPE 4.2, ERp5 block 3.9 and S100A4 MyoIIA -2.3.
For COc1ccc(OCCOC(=O)c2ccc(F)c(S(=O)(=O)N3CCOCC3)c2)cc1 the results were SIRT5 inh 5.0, Statin myotox sup -13.0, PglD DTNB -0.9, E-sel inducer 10.0, DENV2 CPE 4.0, ERp5 block -9.5 and S100A4 MyoIIA 7.1.
Screening CCNC(=O)[C@H]1[C@H](CO)[C@H]2Cn3c(ccc(C4=CCCCC4)c3=O)[C@@H]1N2CC returned SIRT5 inh -19.8, E-sel inducer 0.4, DENV2 CPE 3.2, ERp5 block -0.4 and S100A4 MyoIIA 0.6.
`COC(=O)c1c(NC(=O)CSc2nncs2)sc2c1CCCCC2` gave SIRT5 inh 1.3, Statin myotox sup 6.5, PglD DTNB 1.8, DENV2 CPE -6.7, ERp5 block 4.1 and S100A4 MyoIIA -2.1.
CN1C(=O)c2cc(NC(=O)C3CC3)ccc2OC[C@@H]2O[C@H](CC(=O)NCCN3CCCC3)CC[C@H]21 was read as SIRT5 inh -6.8, Statin myotox sup 1.8, PglD DTNB 0.3, E-sel inducer -0.1, DENV2 CPE inconclusive and S100A4 MyoIIA -6.0.
Cc1ccc(S(=O)(=O)N(C)CC(=O)OCC(=O)NCCN2C(=O)CSC2=O)cc1 was read as SIRT5 inh -3.4, Statin myotox sup 25.1, PglD DTNB -2.2, E-sel inducer -0.4, DENV2 CPE -4.9, ERp5 block 0.7 and S100A4 MyoIIA -1.0.
Screening O=[N+]([O-])c1ccc(S(=O)(=O)Nc2cccc(-c3ccc(N4CCCC4)nn3)c2)cc1 returned SIRT5 inh -0.4, PglD DTNB -5.5, E-sel inducer 0.4, DENV2 CPE inconclusive, ERp5 block -9.2 and S100A4 MyoIIA 0.1.
COc1cccc(OC)c1C(=O)Nc1ccc(N2CCN(C(=O)c3cccs3)CC2)cc1 was read as SIRT5 inh 1.9, PglD DTNB 2.1, E-sel inducer -0.2, DENV2 CPE inconclusive, ERp5 block 1.8 and S100A4 MyoIIA 6.9.
For COc1ccc(NC(=O)/C(N=Nc2cccc(S(=O)(=O)Nc3ccc(SC(F)F)cc3)c2)=C(\C)O)cc1 the results were SIRT5 inh -6.5, Statin myotox sup -5.8, PglD DTNB -7.6, E-sel inducer 1.2, DENV2 CPE 1.0, ERp5 block 0.0 and S100A4 MyoIIA -1.4.
Screening CCC1CN(C(=O)Nc2cccc(C)c2)c2cc(C)ccc2O1 (centres undefined) returned SIRT5 inh -5.2, E-sel inducer 6.4, ERp5 block -1.3 and S100A4 MyoIIA -6.5.
`CCCNC(=O)C[C@H]1CC[C@@H]2[C@H](COc3ccc(NC(=O)c4cccc(F)c4)cc3C(=O)N2C)O1` gave SIRT5 inh 0.9, Statin myotox sup -4.2, PglD DTNB 1.4, E-sel inducer 0.0, DENV2 CPE -3.8, ERp5 block -6.8 and S100A4 MyoIIA -5.2.
C[C@@H]1CCCCO[C@@H](CN(C)Cc2ccncc2)[C@@H](C)CN([C@@H](C)CO)C(=O)c2cc(NS(=O)(=O)c3cccs3)ccc2O1 was read as SIRT5 inh -5.4, PglD DTNB -3.4, E-sel inducer -0.1, DENV2 CPE -3.8, ERp5 block 4.3 and S100A4 MyoIIA -6.7.
Screening COc1cccc(CNC(=S)Nc2cc(C)cc(C)c2)c1 returned SIRT5 inh 5.7, DENV2 CPE -0.6, ERp5 block -2.5 and S100A4 MyoIIA 5.9.
O=C(Nc1ccc(F)cc1)C(c1ccccc1OC(F)(F)F)N1CCN(C(=O)c2ccco2)CC1 (centres undefined) was read as SIRT5 inh 0.4, E-sel inducer 3.1, DENV2 CPE -13.0, ERp5 block 1.8 and S100A4 MyoIIA -0.1.
Screening CCCNC(=O)N(C)C[C@@H]1Oc2cc(C#CC(C)(C)O)ccc2S(=O)(=O)N([C@@H](C)CO)C[C@@H]1C returned SIRT5 inh -0.2, Statin myotox sup 9.2, PglD DTNB 0.1, E-sel inducer 0.1, DENV2 CPE -2.5, ERp5 block 21.6 and S100A4 MyoIIA 9.5.
O=C(C1CCCN(Cc2cccc(Cl)c2)C1)N1CCCCC1 (centres undefined) was read as SIRT5 inh -3.4, Statin myotox sup 1.8, PglD DTNB 1.1, DENV2 CPE 1.4, ERp5 block 2.3 and S100A4 MyoIIA -4.9.
For CCC(C)c1ccccc1N1CC(C(=O)Nc2ccc(S(=O)(=O)N3CCOCC3)cc2)CC1=O (centres undefined) the results were SIRT5 inh -10.8, Statin myotox sup -5.0, PglD DTNB -1.6, E-sel inducer -3.9, DENV2 CPE 0.2, ERp5 block 1.7 and S100A4 MyoIIA 0.6.
For O=C(NC1CCN(Cc2ccccc2)CC1)c1cccc(OC(F)F)c1 the results were SIRT5 inh -1.6, Statin myotox sup -17.8, PglD DTNB 1.1, E-sel inducer -0.2, DENV2 CPE 0.3, ERp5 block 1.5 and S100A4 MyoIIA -10.2.
For COc1ccccc1CC(=O)N1CCN(c2ccc([N+](=O)[O-])cc2)CC1 the results were SIRT5 inh -3.9, E-sel inducer 3.2, DENV2 CPE -2.0, ERp5 block -9.3 and S100A4 MyoIIA 0.3.
`CCCC#Cc1ccc2c(c1)O[C@@H](CN(C)C(=O)C1CCC1)[C@@H](C)CN([C@H](C)CO)S2(=O)=O` gave SIRT5 inh -0.3, Statin myotox sup -1.5, PglD DTNB 0.0, E-sel inducer -0.4, DENV2 CPE -6.2, ERp5 block 7.8 and S100A4 MyoIIA -15.4.
`COCCCNS(=O)(=O)c1ccc(C)cc1` gave SIRT5 inh -4.1, DENV2 CPE 2.2, ERp5 block -4.4 and S100A4 MyoIIA -0.5.

Source: PubChem BioAssay (Broad Institute)
